Tau fibril FP: tau fibrillization inhibition (FP). Potency, µM (highest dose often 57.7 µM), for inactives: at the highest dose activity, negative = inhibition, actives largely listed as inhibitors. K18 P301L tau heparin fibrillization, Alexa594 FP, 6 h. P10636. actives 0.39% (n = 280,000); further: potency means the concentration at half of the fitted maximal effect; on the % scale 0 is the no-effect control and ±100 the full control effect; nearly all actives have a fitted effect of over 55% in size
Target sequence (P10636 561-689 P618L limits assumed): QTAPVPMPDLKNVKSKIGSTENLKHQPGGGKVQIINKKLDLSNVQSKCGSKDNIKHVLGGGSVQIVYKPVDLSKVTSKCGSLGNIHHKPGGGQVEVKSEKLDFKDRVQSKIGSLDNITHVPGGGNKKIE
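FP of Alexa 594-tau after heparin (20 uM) induction. Substrate: human K18 P301L, 15 uM unlabeled, 0.24 uM labeled. Buffer 100 mM sodium acetate pH 7. 6 hr, 37 C.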
TR SRC2 fluor cs: alters Texas Red total fluorescence, flagging assay interference; AID 1479; TRb/SRC2 Texas Red total fluorescence interference; Potency, µM (highest dose often 106 µM), for the others: top-dose fluorescence change, negative = quenching; actives 0.29% (n = 280,000); active means well fitted curve in either direction with a large enough effect; inconclusive means small, poorly fitted or top-dose-only effect; further: potency means the concentration at half of the fitted maximal effect; on the % scale 0 is the no-effect control and ±100 the full control effect
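Human TRβ ligand-binding domain (0.6 uM) and Texas Red SRC2 peptide (20 nM) in Tris buffer with 1 uM T3 and 5% DMSO were incubated with pinned compound for 5 hr at ambient temperature. Total fluorescence was computed as S + 2P (555/632 nm).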
Epigenetic reg: epigenetic control regulation, reporter derepression. murine LDR cells, GFP reporter derepression, 30 h. actives 0.2% (n = 280,000). Potency, µM (highest dose often 53.9 µM), for inactives: top-dose GFP activation, usual class: activators; further: potency means the concentration at half of the fitted maximal effect; % of control where 0% means no effect; nearly all actives have a fitted effect of over 60% in size
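In this reporter-derepression format, murine cells bearing a silenced integrated CMV-GFP locus incubate with test compound (30 h, 37 C), then are washed and imaged; fluorescent objects of 20–120 um count as induced cells.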
NPSR antag: blocks cAMP signaling of the human neuropeptide S receptor; Q6W5P4; CHO-NPSR cells, cAMP TR-FRET, antagonist mode; Potency, µM (doses to about 38.3 µM), without a hit: top-dose activity change, negative = inhibition, actives largely listed as inhibitors; actives 1% (n = 220,000); AID 1461; further: potency means the concentration at half of the fitted maximal effect; on the % scale 0 is the no-effect control and ±100 the full control effect; nearly all actives have a fitted effect of over 50% in size; many of its hits are not listed in these tables
Target sequence (Q6W5P4 whole entry, looked up): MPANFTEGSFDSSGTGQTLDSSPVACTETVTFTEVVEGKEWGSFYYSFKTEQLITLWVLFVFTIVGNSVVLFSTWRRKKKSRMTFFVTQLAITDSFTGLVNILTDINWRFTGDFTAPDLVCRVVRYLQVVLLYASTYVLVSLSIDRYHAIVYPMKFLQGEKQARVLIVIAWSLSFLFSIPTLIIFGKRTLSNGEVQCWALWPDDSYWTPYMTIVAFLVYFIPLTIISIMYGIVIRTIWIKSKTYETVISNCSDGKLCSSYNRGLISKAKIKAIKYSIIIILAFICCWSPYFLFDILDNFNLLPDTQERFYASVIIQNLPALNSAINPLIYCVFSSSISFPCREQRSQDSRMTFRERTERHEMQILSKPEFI
CBFb RUNX1 block: CBF-beta/RUNX1 interaction disruption; Q01196+Q13951; AlphaScreen CBFb-His/RUNX1-biotin binding, biochemical; Potency, µM (series often up to 59.8 µM), for the others: top-dose activity, negative = inhibition, hits mostly inhibitors; 230,000 tested, under 10 active; further: % of control where 0% means no effect
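AlphaScreen binding: CBFb-His and RUNX1-biotin (30 nM each) preincubated 20 min, compound added for 15 min, then nickel and streptavidin beads for 90 min, all at room temperature. Disruption of the interaction by any mechanism counts as activity.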
TRb-SRC2 inh: disrupts binding of human TR beta to SRC2 | actives 0.065% (n = 280,000) | TRbeta-SRC2 peptide binding, fluorescence polarization; receptor liganded with 1 µM T3 | P10828 | Potency, µM (series often up to 106 µM), for the others: at the top dose activity change, negative = inhibition, most hits filed as inhibitors;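 further: potency means the concentration at half of the fitted maximal effect; plate controls were bound peptide for no effect and peptide without receptor for full effect; nearly all actives have a fitted effect of over 50% in size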
Target sequence (P10828 whole entry, looked up): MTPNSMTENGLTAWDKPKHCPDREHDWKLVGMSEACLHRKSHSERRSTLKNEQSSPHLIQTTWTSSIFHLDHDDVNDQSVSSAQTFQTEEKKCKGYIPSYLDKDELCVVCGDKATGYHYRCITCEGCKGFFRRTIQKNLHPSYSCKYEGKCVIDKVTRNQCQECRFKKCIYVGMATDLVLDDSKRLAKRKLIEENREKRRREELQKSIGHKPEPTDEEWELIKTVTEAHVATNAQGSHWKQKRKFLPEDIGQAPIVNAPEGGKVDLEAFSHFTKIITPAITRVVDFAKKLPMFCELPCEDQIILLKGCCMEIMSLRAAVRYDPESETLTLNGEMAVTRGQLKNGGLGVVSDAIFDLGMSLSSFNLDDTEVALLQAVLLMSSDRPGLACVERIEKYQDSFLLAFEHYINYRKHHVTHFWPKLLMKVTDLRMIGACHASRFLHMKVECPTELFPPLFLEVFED
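Read-out is fluorescence polarization (555 nm excitation, 632 nm emission) of a Texas Red SRC2 coactivator peptide; loss of signal reflects blocked binding to human TRb ligand-binding domain in the presence of 1 uM T3.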
Tau fluor cs: counter-screen for tau fibril formation inhibitors; tau K18 P301L (four-repeat tau fragment) Alexa594 fluorescence, heparin fibrillization; Potency, µM (highest dose often 57.7 µM), for inactives: at the highest dose activity change, negative = decrease; actives 0.93% (n = 280,000); further: potency means the concentration at half of the fitted maximal effect; on the % scale 0 is the no-effect control and ±100 the full control effect; nearly all actives have a fitted effect of over 55% in size
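Human K18 P301L tau (15 uM unlabeled plus 0.24 uM Alexa 594-labeled, final) in 100 mM sodium acetate pH 7 was mixed with compound and 20 uM heparin and incubated 6 hr at 37 C.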
aGal spleen mod: inhibitors or activators of human alpha-galactosidase in spleen homogenate; AID 2107; P06280; actives 0.008% (n = 240,000); human spleen homogenate, 4MU-alpha-Gal fluorescence, 40 min; Potency, µM (titrated, usually from 80 µM), for the others: at the top dose activity change, negative = inhibition, most hits filed as inhibitors;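 further: potency means the concentration at half of the fitted maximal effect; 0% = enzyme with vehicle and -100% = no enzyme basal signal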
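Human spleen homogenate (1 ug) was the enzyme source, with 4-methylumbelliferyl-alpha-D-galactopyranoside (1 mM final) in pH 5.0 citrate buffer with 0.01% Tween-20. Compounds were titrated; after 40 min at 37C, NaOH/glycine stop, 4-MU fluorescence read; AC50 from Hill fits.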
Active calls of the source: *; ? = inconclusive; / = no result given; [ ] = another dose, or the depositor's remark. Unless noted, the call rests on the fitted dose curve; in most records, active means well fitted curve in the direction sought with a large enough effect; inconclusive means small, poorly fitted or top-dose-only effect, or another doubt; inactive means no such curve, though single readings can be large; an effect the other way counts as inactive or inconclusive.

SMILES | Tau fibril FP | TR SRC2 fluor cs | Epigenetic reg | NPSR antag | CBFb RUNX1 block | TRb-SRC2 inh | Tau fluor cs | aGal spleen mod
O=C(c1cc(=O)[nH]c2ccccc12)N1CCN(c2ccccc2)CC1 | -1% | -4% | 0.0% | -25% | -9% | -3% | -7% | 7%
CCn1c(SCC(=O)Nc2nc(-c3ccc(C)cc3)cs2)nnc1-c1ccccc1 | 4% | 0% | -0.9% | -23%[46.1 µM] | 0% | -4% | -22% | -1%
C/C=C/C(=O)N1CC2(CC(c3cccc(NC(=O)/C(C)=C/C)c3)=NO2)C[C@H]1C(N)=O (stereo not given in full) | -1% | -2% | 2.0% | 28% | 7% | 3% | 7% | 4%
CC(CC(=O)Nc1ccc(Cl)c([N+](=O)[O-])c1)c1ccccc1 (stereo not given) | -7% | -4% | -1.2% | 4%[46.1 µM] | -1% | 0% | ? | -14%
CNS(=O)(=O)c1cccc(C(=O)OCC(=O)N2c3ccccc3CC2C)c1 (stereo not given) | -11% | -3% | 1.5% | -15%[46.1 µM] | -2% | -10% | -10% | -1%
CCSc1ncc(/C=N/Nc2ccc(Cl)cc2)n1C | -15% | -10% | -1.8% | ? | 5% | -5% | 6.3µM*[quencher] | -9%
COc1ccc(C(=O)NCCCc2nc3ccccc3n2Cc2cc(C)ccc2C)cc1OC | 5% | -7% | 0.1% | -28% | 3% | -1% | -13% | -5%
COc1ccccc1NC(=O)c1c(C)cc(=O)oc1C | -3% | -7% | -0.4% | -5%[46.1 µM] | 1% | 1% | -1% | 0%
CCc1c(C)sc2c1CCN(Cc1ccccc1C#N)C2c1ccccc1 (stereo not given) | -5% | 0% | -5.1% | / | / | 7% | -3% | /
CCOCCCNC(=O)C1CCC(=O)N1CCc1ccccc1 (stereo not given) | -1% | 2% | 2.2% | 0%[46.1 µM] | 4% | 9% | 1% | -12%
CCN(CC)S(=O)(=O)c1ccc(C(=O)OCC(=O)Nc2sc3c(c2C#N)CCCCC3)cc1 | -6% | 11% | 1.0% | 11% | -1% | 6% | -25% | 2%
CC1(C)Cc2ccccc2-c2nnc(SCc3ccc(C#N)cc3)n21 | 3% | 4% | -4.7% | -22%[46.1 µM] | 2% | 1% | -4% | -9%
Cc1ccc(CNC(=O)c2cc3sccc3n2Cc2ccc(F)cc2)cc1 | -5% | -2% | 4.1% | / | / | 2% | -9% | /
N#Cc1cc([N+](=O)[O-])ccc1NCCN1CCOCC1 | -3% | -2% | 1.1% | 3% | -1% | 4% | 9% | 7%
COc1ccc(N(CC(=O)NCc2ccc3c(c2)OCO3)C(=O)CCC(=O)Nc2ccccn2)cc1 | 6% | -2% | -0.1% | -11% | 5% | 0% | 6% | 4%
COC(=O)c1sccc1NC(=O)CC1NCCNC1=O (stereo not given) | 3%[0.0958 µM] | 0% | 2.8% | 6% | 7% | -4% | 14%[0.0958 µM] | -4%
CCC(CC)C(=O)c1c[nH]c(C(=O)NCCc2ccccn2)c1 | -6% | -2% | -1.0% | -3%[46.1 µM] | 3% | -7% | -3% | -5%
CN(C)CC(=O)c1c[nH]c2ccccc12 | 3% | 1% | -0.9% | 1%[46.1 µM] | -1% | 2% | 4% | -11%
COCCNC(=O)CSc1nc2ccccc2c(=O)n1-c1cccc(OC)c1 | -9% | -3% | -2.2% | -2%[46.1 µM] | 0% | 2% | -11% | 2%
CCN(C(=O)c1ccc(C(=O)N(CC)c2ccccc2C)cc1)c1ccccc1C | -3% | 3% | -1.6% | / | / | -1% | 1% | /
O=C(CSc1nc2ncccc2[nH]1)c1cccc([N+](=O)[O-])c1 | -1% | -1% | -1.0% | 11% | 2% | -17% | 4% | 6%
CN1CCN(CCCNC(=O)C2CCN(c3nnc(-n4cccc4)s3)CC2)CC1 | -3% | -2% | -0.1% | -7%[46.1 µM] | -1% | -4% | -3% | 6%
O=C(N/N=C/C(Cl)=C\c1ccccc1)c1ccco1 | -2% | -1% | -1.6% | 25% | 1% | -6% | 2% | -4%
N#CCCS(=O)(=O)c1ccc(N)cc1 | -1% | -31% | 0.0% | 29% | 1% | 1% | -1% | -3%
COc1ccc(-c2nc(CS(=O)CC(=O)NCc3ccccn3)c(C)o2)cc1 (stereo not given) | -10% | 20% | -1.0% | 4%[46.1 µM] | 2% | ? | -5% | 5%
CCOC(=O)c1cnc2c(cnn2C)c1NCc1ccc(OC)cc1 | 15% | 1% | 4.5% | -2% | 9% | -2% | 0% | 11%
COc1ccc(C/C(N)=N/O)cc1 | -2% | 0% | -1.8% | 21% | 15% | 8% | 7% | 2%
CS(=O)(=O)c1nc(-c2ccco2)cc(C(F)(F)F)n1 | -5% | 1% | -0.9% | 10µM* | -3% | 2% | 0% | -21%
CCN(Cc1ccncc1)C(=O)CCc1nnc(CCc2ccccc2OC)o1 | -3% | -1% | -4.8% | 16% | 6% | 4% | 0% | 0%
COc1cccc(N=C2SC(C(=O)Nc3cccc(Cl)c3)CC(=O)N2C)c1 (stereo not given) | ? | -17% | -1.6% | / | / | -2% | ? | /
Cc1noc(C)c1CSc1nnc(-c2cccnc2)n1C1CCCCC1C (stereo not given) | 3% | 1% | -1.3% | -15%[46.1 µM] | -7% | -4% | 0% | 2%
O=C(NCCOCc1ccccc1)C(c1ccccc1)c1ccccc1 | 4% | 1% | 0.0% | -24% | 1% | 5% | -7% | -6%
COc1ccc(N(C)S(=O)(=O)c2cccc(C(=O)Nc3ccc4c(c3)OCCO4)c2)cc1 | -11% | -1% | 0.3% | -20% | -6% | 2% | ? | 4%
Cc1cc(C)nc(N/N=C/c2ccccc2OCc2ccccc2)n1 | 10% | -3% | 0.0% | -32% | -2% | 3% | 10% | 5%
COc1ccc(OC)c(CCNC(=O)c2c(C)oc3ncn(C)c(=O)c23)c1 | -3% | 4% | -1.3% | / | / | 6% | -2% | /
CCn1cc(CNC(=O)CCc2ccc(OC)cc2)cn1 | 0% | 0% | 2.3% | 1%[46.1 µM] | 3% | -2% | -2% | -16%

Grouped by structure, the entries above containing a thiophene ring, fused or not (four)
SMILES | Tau fibril FP | TR SRC2 fluor cs | Epigenetic reg | NPSR antag | CBFb RUNX1 block | TRb-SRC2 inh | Tau fluor cs | aGal spleen mod
CCc1c(C)sc2c1CCN(Cc1ccccc1C#N)C2c1ccccc1 (stereo not given) | -5% | 0% | -5.1% | / | / | 7% | -3% | /
CCN(CC)S(=O)(=O)c1ccc(C(=O)OCC(=O)Nc2sc3c(c2C#N)CCCCC3)cc1 | -6% | 11% | 1.0% | 11% | -1% | 6% | -25% | 2%
Cc1ccc(CNC(=O)c2cc3sccc3n2Cc2ccc(F)cc2)cc1 | -5% | -2% | 4.1% | / | / | 2% | -9% | /
COC(=O)c1sccc1NC(=O)CC1NCCNC1=O (stereo not given) | 3%[0.0958 µM] | 0% | 2.8% | 6% | 7% | -4% | 14%[0.0958 µM] | -4%

More results:
SMILES | Tau fibril FP | TR SRC2 fluor cs | Epigenetic reg | NPSR antag | CBFb RUNX1 block | TRb-SRC2 inh | Tau fluor cs | aGal spleen mod
COc1ccc(NC(=O)c2cc3nc(-c4ccccc4)cc(-c4ccccc4)n3n2)c(OC)c1 | -5% | -1% | -3.1% | 8%[46.1 µM] | 3% | -17% | -16% | -2%
CCCn1c(N)nc2ccccc21 | 1% | -2% | 1.5% | -1%[46.1 µM] | 0% | -10% | -3% | -4%
Cc1cccc(S(=O)Cc2ccc(C(=O)NC3CCCCCC3)o2)c1 (stereo not given) | 2% | -2% | 13% | / | / | 5% | -3% | /
O=C1CC(N2CCCCCC2)C(=O)N1c1ccc(F)cc1 (stereo not given) | 1% | -2% | ? | 6% | 4% | 0% | -3% | 4%
O=C(Cn1c(NCCO)nc2ccccc21)c1cccs1 | 5% | 2% | -4.0% | ? | -12% | -4% | 4% | 8%
COc1ccc(C2C(C(C)=O)=C(C)N=c3s/c(=C\c4cc(C)n(C)c4C)c(=O)n32)c(OC)c1 (stereo not given) | 5% | -2% | ? | ? | ? | 7% | ? | -17%
O=C(O)c1ccc2c3c(cccc13)C(=O)N(c1cccc3ccccc13)C2=O | 3% | -1% | 1.1% | -10% | 6% | -4% | 15% | 0%
N#CC1(Nc2cccc(Br)c2)C(=O)Nc2ccccc21 (stereo not given) | -14% | -4% | -1.3% | 53% | 1% | -9% | ? | 2%
CCCCOC(=O)c1[nH]c2c(c1C)C(=O)CC(c1cc(OC)c(OC)c(OC)c1)C2 (stereo not given) | -8% | -1% | -0.8% | -24%[46.1 µM] | 5% | 11% | -14% | 6%
CC(C)n1c(=NC(=O)c2ccco2)c(C#N)cc2c(=O)n3ccccc3cc21 | 4% | 1% | -0.1% | -14% | 1% | 2% | -3% | ?
Cc1ccc2sc(N3CCN(C(=O)C4COc5ccccc5O4)CC3)nc2c1C (stereo not given) | -6% | 0% | 2.1% | / | / | -2% | -23% | /
COc1ccccc1CNC(=O)COC(=O)CCC(=O)c1cccs1 | 3% | -2% | 0.9% | 13% | -5% | 7% | 12% | -1%

Part of the list above in order of SMILES length, ascending:
SMILES | Tau fibril FP | TR SRC2 fluor cs | Epigenetic reg | NPSR antag | CBFb RUNX1 block | TRb-SRC2 inh | Tau fluor cs | aGal spleen mod
CCCn1c(N)nc2ccccc21 | 1% | -2% | 1.5% | -1%[46.1 µM] | 0% | -10% | -3% | -4%
COc1ccccc1CNC(=O)COC(=O)CCC(=O)c1cccs1 | 3% | -2% | 0.9% | 13% | -5% | 7% | 12% | -1%
Cc1cccc(S(=O)Cc2ccc(C(=O)NC3CCCCCC3)o2)c1 (stereo not given) | 2% | -2% | 13% | / | / | 5% | -3% | /
COc1ccc(NC(=O)c2cc3nc(-c4ccccc4)cc(-c4ccccc4)n3n2)c(OC)c1 | -5% | -1% | -3.1% | 8%[46.1 µM] | 3% | -17% | -16% | -2%

Screens from PubChem BioAssay.

Some of the compounds tested; the hit share may differ from the screen's.
